# TNAP pNPP inh – inhibitors of human tissue-nonspecific alkaline phosphatase; P05186; purified TNAP, pNPP hydrolysis, absorbance 405 nm; inhibition, % at 20 µM; 21,000 tested, under 10 active;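 note: 0% = DMSO only wells and 100% = 1 mM levamisole wells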
# Target sequence (P05186 whole entry, looked up): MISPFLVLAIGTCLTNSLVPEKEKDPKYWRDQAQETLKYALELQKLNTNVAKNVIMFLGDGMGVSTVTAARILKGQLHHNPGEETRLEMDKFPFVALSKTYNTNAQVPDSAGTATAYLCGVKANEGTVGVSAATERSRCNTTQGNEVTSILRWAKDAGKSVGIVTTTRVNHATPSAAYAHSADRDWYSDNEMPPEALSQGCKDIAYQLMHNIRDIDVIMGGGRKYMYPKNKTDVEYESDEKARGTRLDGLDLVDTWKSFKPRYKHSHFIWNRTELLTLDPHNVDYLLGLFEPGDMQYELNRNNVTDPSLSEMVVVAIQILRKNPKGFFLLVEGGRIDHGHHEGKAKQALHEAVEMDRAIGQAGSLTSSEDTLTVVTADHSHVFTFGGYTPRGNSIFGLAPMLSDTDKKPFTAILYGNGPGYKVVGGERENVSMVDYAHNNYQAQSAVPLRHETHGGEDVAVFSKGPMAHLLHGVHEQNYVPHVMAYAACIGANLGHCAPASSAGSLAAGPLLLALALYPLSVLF
# TNAP inh Pi – blocks human TNAP phosphate release; purified TNAP, pNPP, malachite green phosphate absorbance; 21,000 tested, under 10 active; inhibition, % at 20 µM; AID 614; P05186
# Active calls of the source: *.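 Rule for the calls: active = inhibition above 50% at the 20 µM single-dose screen; inactive = the rest.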 The list is partial. The share of hits here may be higher or lower than overall.
Structure	TNAP pNPP inh	TNAP inh Pi
O=C(c1cnn2c(C(F)F)cc(C3CC3)nc12)N1CCc2ccccc2C1	3	7
O=C(COc1ccc(Cl)cc1Cl)NCc1ccco1	2	4
Cc1onc(COc2ccccc2O)c1Br	7	18
Cn1c(OCc2cccnc2)nc2c1c(=O)n(Cc1ccc(Cl)cc1)c(=O)n2C	1	6
CCOc1ccc(-c2nnc(-c3ccco3)o2)cc1OCC	0	0
CCOc1cc(C(=O)Nc2cc(C)ccn2)cc(OCC)c1OCC	6	10
O=c1n(Cc2ccccc2)c2cc(Cl)cnc2n1Cc1ccccc1	5	-19
C/C(CC1(O)C(=O)N(Cc2ccccc2)c2ccccc21)=N\O (centres undefined)	5	11
Cc1c(N2C(=O)c3ccccc3C2=O)c(=O)n(-c2ccccc2)n1C	1	3
CCN(CC)CCn1c2ccccc2c2cnc(N=CN(C)C)c(C#N)c21	5	9
Cc1nc(N2CCN(C(c3ccccc3)c3ccccc3)CC2)nc2c1C(=O)CCC2	8	-4
COc1ccc(N2C(=O)C3C(C2=O)C2C=CC3C23CC3)c(OC)c1 (centres undefined)	6	7
Cc1n[nH]c(=O)nc1NCCN(C)C	5	9
Cc1ccccc1OCC(=O)Nc1ccc(N2CCN(S(C)(=O)=O)CC2)cc1	3	-4
Cc1cc(C(=O)OCC(=O)Nc2ccc(S(=O)(=O)N3CCOCC3)cc2)c(C)o1	4	-10
COc1ccc2cc(C3(C)NC(=O)NC3=O)ccc2c1 (centres undefined)	2	16
CC1(C)Cc2c(sc3c2C2=NCCN2C=N3)CO1	2	5
COc1ccc(S(=O)(=O)N(C)CC(=O)Nc2ccccc2C(F)(F)F)cc1OC	-1	2
CCOC(=O)N1CCN(C2=Nc3cccc4cccc2c34)CC1	3	9
O=C(O)c1c[nH]c2ccc(S(=O)(=O)N3CCOCC3)cc12	0	6
CCOC(=O)C(N)CSC1CC(=O)N(c2ccc(C(=O)OC)cc2)C1=O (centres undefined)	7	-1
COc1ccc(C2Nc3ccccc3C(=O)N2Cc2ccco2)cc1COc1ccc(NC(C)=O)cc1 (centres undefined)	-4	2
Cc1cc(C)nc(Nc2n[nH]c(COc3ccc(Cl)cc3)n2)n1	4	13
Cc1ccc(OCC(O)CNS(=O)(=O)c2ccccc2C(=O)O)cc1 (centres undefined)	3	7
Cc1cccc(Cn2c(Sc3nc(C)cs3)nc3c2c(=O)[nH]c(=O)n3C)c1	3	6
CCOc1cc(S(=O)(=O)NCCc2ccccc2C)c(OCC)cc1-n1cnnn1	-3	-2
O=C(CN(Cc1ccc2c(c1)OCO2)C(=O)CNS(=O)(=O)c1ccccc1)NCC1CCCO1 (centres undefined)	-9	2
O=C(Oc1cccnc1)c1ccc(Cl)cc1	5	9
COC(=O)/C=c1/s/c(=C(/C#N)C(=O)N2CCOCC2)n(-c2ccccc2)c1=O	0	0
Nc1nc(SCC(=O)N2CCc3ccccc3C2)[nH]c(=O)c1-c1ccccc1	-3	4

# Continuation:
Structure	TNAP pNPP inh	TNAP inh Pi
CCN(CC)S(=O)(=O)c1ccc(NC(=O)c2ccc(NS(C)(=O)=O)cc2)cc1	7	12
CCN1C(=O)/C(=C\N2CCCCCC2)SC1=S	-1	11
CCOC(=O)C1CCN(CC(=O)Nc2c(C(=O)OC)[nH]c3ccccc23)CC1	-3	-3
C(=N\c1nc2ccccc2n1CCN1CCOCC1)/c1cccs1	-1	-49
CCOC(=O)C1=C(C)NC(=O)NC1c1ccc2c(c1)OCO2 (centres undefined)	5	11
CCCc1[nH]nc2c1C(c1ccc(OC)cc1OC)C(C#N)=C(N)O2 (centres undefined)	2	7
Cn1c2c(c(=O)n(C)c1=O)C(NC(=O)C(C)(C)C)(C(F)(F)F)C(=O)N2 (centres undefined)	5	8
O=S(=O)(c1ccc(S(=O)(=O)n2cnc3ccccc32)cc1)N1CCCCCC1	-8	-7
COc1ccc(OC)c(Nc2cc(C)nc3ccccc23)c1	0	6
CC(C)(C)c1cc(CN(CCO)CCO)cc(C(C)(C)C)c1O	0	0
O=c1c2ccccc2sc2nc(C3CCCCC3)n(Cc3ccco3)c(=O)c12	2	9
O=C(c1cc2c(s1)CCCC2)N1CCN(C(=O)C2CCCO2)CC1 (centres undefined)	6	8
O=C(NC1=NCCS1)c1cccc(NC(=O)c2ccco2)c1	3	10
COc1ccc(OC)c(S(=O)(=O)Nc2c(F)cccc2F)c1	3	7
O=C(Nc1nc2nc(-c3ccccc3)cc(-c3ccccc3)n2n1)c1ccco1	4	8
CC(OC(=O)c1cc2sccc2n1C)C(=O)NCC1CCCO1 (centres undefined)	0	8
CCNS(=O)(=O)c1ccc(OCCNS(C)(=O)=O)cc1	10	21
CCCc1cc(=O)[nH]c(Nc2cc(OC)ccc2OC)n1	2	15
Cc1cc(C)n(-c2nc(SCC(=O)NCC3CCCO3)c3c4c(sc3n2)CCCC4)n1 (centres undefined)	4	-11
COc1ccc(OC)c(NC(=O)c2ccc(NC(C)=O)cc2)c1	4	13
COC(=O)c1ccc(COc2nc(C)cc(C)c2C#N)o1	0	6
N#Cc1nc(COc2ccccc2)oc1N1CCN(c2cccc(Cl)c2)CC1	-8	-5
CCOC(=O)c1c(NC(=O)Cc2cccs2)sc(C(=O)N2CCCCC2)c1C	7	20
COc1ccc(C(=O)O)cc1S(=O)(=O)Nc1cccc(C(F)(F)F)c1	6	8
Cc1ccnc(NS(=O)(=O)c2ccc(NS(=O)(=O)Cc3ccccc3)cc2)n1	5	-14
CC(C)(C)NC(=O)C1CC(=O)OC1(C)C (centres undefined)	-1	5
CCOCCSc1nnc2nc(C)cc(C)n12	1	12
CCOc1ccc(NC(=O)Nc2ccc3c(c2)nnn3C)cc1	8	12
CN1C(=O)C2(c3ccccc31)C1CCCC=C1C(C#N)=C(N)C2(C#N)C#N (centres undefined)	8	10
Cc1ccc(N2C(=O)C3ON(c4ccccc4)C(c4ccncc4)C3C2=O)c(C)c1 (centres undefined)	6	8

# Part of the list above, with values ahead of the structure.
TNAP pNPP inh | TNAP inh Pi | SMILES
5 | 8 | Cn1c2c(c(=O)n(C)c1=O)C(NC(=O)C(C)(C)C)(C(F)(F)F)C(=O)N2 (centres undefined)
0 | 6 | COC(=O)c1ccc(COc2nc(C)cc(C)c2C#N)o1

# (list continues)
Structure	TNAP pNPP inh	TNAP inh Pi
Cc1ccc(N(CN2C(=O)C3CC=CCC3C2=O)C(=O)c2ccco2)cc1Cl (centres undefined)	5	-2
CCn1c(SCCC(=O)Nc2ccccc2)nnc1-c1ccc(OC)cc1	0	0
C=C1c2cc(OC)ccc2NC(=O)N1CC	-1	3
Brc1ccc(-c2nnc3n2-c2ccccc2CC3)cc1	-33	-48
CCN(CC)C(=O)CSc1nnc(-c2ccco2)n1Cc1ccco1	-2	12
CCOc1cc(S(=O)(=O)N2CCN(c3ccc(F)cc3)CC2)c(OCC)cc1-n1cnnn1	-2	1
CCOc1ccccc1C(=O)Nc1ccc(-c2nnc(-c3ccc(C)cc3)o2)cc1	0	0
COC(=O)c1cccc(Oc2nc(N3CCOCC3)nc(N3CCOCC3)n2)c1	0	0
CCCCCCC(=O)N(O)C1CC(=O)N(c2ccccc2)C1=O (centres undefined)	7	9
O=C(Nc1ccc(-c2cn3ccsc3n2)cc1)C1CCCC1	6	15
CCCOc1ccc(CSc2ncn[nH]2)cc1	0	0
CNC(=O)NC(=O)CSc1ncc(C(F)(F)F)cc1Cl	4	9
CCCCC(c1nnnn1CC1CCCO1)N1CCN(c2cc(Cl)ccc2C)CC1 (centres undefined)	-4	4
CCn1nnnc1SCC(=O)NCc1ccco1	0	2
Cc1cc(C(=O)CSc2nc3ccccc3o2)c(C)n1C1CC1	0	2
COc1ccc(/C=N/n2cncn2)cc1COc1ccc(NC(C)=O)cc1	2	1
CC(=O)NC(Cc1ccc(C(C)C)cc1)C(=O)NC1CCN(c2nc(C)cc(C)n2)CC1 (centres undefined)	8	9
CS(=O)(=O)N1CCC(C(=O)c2cccc(Cl)c2)CC1	4	9
CCCCCC(=O)Nc1ccc2oc(-c3cncc(Br)c3)nc2c1	1	11
Clc1ccc(-c2nnc3sc(Cc4cccs4)nn23)cc1	0	0
O=C(Nc1cnn(C23CC4CC(CC(C4)C2)C3)c1)c1cc(-c2ccccc2)on1	1	16
COCCNC(=O)C(c1ccc(F)cc1)N(CC1CCCO1)C(=O)CCC(=O)Nc1ccccn1 (centres undefined)	6	10
COc1ccc(C2CC(=O)c3sc(N)nc3C2)cc1 (centres undefined)	5	8
O=C(O)C1NCCc2ccccc21 (centres undefined)	3	10
CCOC(=O)c1cc2c(c(CSc3nc4ccccc4c(=O)n3Cc3ccco3)c1)OCOC2	3	9
COc1ccccc1OCc1nnc(SCCN2CCOCC2)o1	2	4
COc1ccccc1C(=O)Nc1cccc(-c2cn3ccsc3n2)c1	-4	0
COc1ccccc1C(=O)Nc1ccc2oc(-c3ccc(F)cc3)nc2c1	3	-8
CN(Cc1ccccc1)C(=O)CSc1nnc(-c2ccco2)n1-c1ccccc1	3	11
N#Cc1cc2sc3nc4ccccc4n3c2cc1C#N	4	6

# More entries
Structure	TNAP pNPP inh	TNAP inh Pi
CC(C)Oc1cccc(C(=O)Nc2ccc(N3CCN(S(C)(=O)=O)CC3)cc2)c1	0	11
O=C(OC(C(=O)NCc1cccs1)c1ccc(F)cc1)c1ccco1 (centres undefined)	1	-4
CCCOC(=O)C1[C@H]2C(=O)N(Cc3ccco3)C[C@]23C=C[C@H]1O3 (some centres undefined)	4	6
Cc1cccc(-c2nnc(SCC#N)n2Cc2ccccc2)c1	0	17
COc1ccc(OC)c(-n2c(N)c(C(=O)NCC3CCCO3)c3nc4ccccc4nc32)c1 (centres undefined)	0	0
Cc1oc(/N=C/c2ccc(Cl)cc2Cl)c(C#N)c1C	2	8
CC(C)Cn1cnc2c(N)nc3ccccc3c21	5	9
O=C(CC1CCCC1)Nc1nc2ccccc2[nH]1	3	6
O=C(c1cccc(C(F)(F)F)c1)N1CCCCCC1	5	-2
COc1ccc2nc(C)c3cc(C)oc3c2c1	4	7
CCCOc1ccc(C2/C(=C(/O)c3ccccc3)C(=O)C(=O)N2CCCN(C)C)cc1OC (centres undefined)	3	10
CC(=O)Nc1sc(C)c(C)c1C(=O)OC1CCOC1=O (centres undefined)	0	0
COC(=O)c1ccc(OC(=O)c2ccccn2)cc1	4	-19
O=C(OC(C(=O)NCc1cccs1)c1ccccc1Cl)c1ccco1 (centres undefined)	4	19
O=C1N(c2ccc(Cl)c(Cl)c2)CN(Cc2ccccc2)CN1n1cnnc1	1	-10
Cc1ccc(C2CC(=O)Nc3sc(C(N)=O)c(N)c32)cc1 (centres undefined)	-12	-4
COc1cccc(N2CCN(C3CC(=O)N(c4ccc(C)c(Cl)c4)C3=O)CC2)c1 (centres undefined)	1	5
NC(N)=Nc1nc(CSCC/C(N)=N/S(N)(=O)=O)cs1	-11	-9
Cc1cc(C)c2cc(C#N)c(NCCCNC(=O)CCC(=O)O)nc2c1	2	-21
Cc1cc(N)ccc1-n1c(C)ccc1C	0	0
Cc1ccc(SC/C(O)=C(\C#N)c2nc3ccccc3n2C)cc1	-2	3
CC(C)c1nnc(SCc2ccc(CSc3nnc(C(C)C)n3N)cc2)n1N	6	-9
NC(=O)OCC(COC(N)=O)c1ccccc1	6	10
CCCC(c1nnnn1CCOC)N1CCN(c2cccc(OC)c2)CC1 (centres undefined)	7	11
C=CCn1c(=N)c(C(=O)OC)cc2c(=O)n3cccc(C)c3nc21	6	5
Cn1c(=O)c2ncn(CC(=O)NCCC3=CCCCC3)c2n(C)c1=O	6	8
O=C(Nc1cccc(-c2nnc(-c3ccccc3)o2)c1)c1ccc(Br)o1	6	15
CCC(=O)c1ccc(OCCSc2ncccn2)cc1	7	-3
COc1ccc(NC(=O)CNS(=O)(=O)c2ccccc2)cc1Cl	3	10
Cc1cc(C(=O)Oc2ccccc2C(=O)O)c(C)o1	-3	2

# By substructure, the entries above containing a Cl atom (16)
Structure	TNAP pNPP inh	TNAP inh Pi
O=C(COc1ccc(Cl)cc1Cl)NCc1ccco1	2	4
Cn1c(OCc2cccnc2)nc2c1c(=O)n(Cc1ccc(Cl)cc1)c(=O)n2C	1	6
O=c1n(Cc2ccccc2)c2cc(Cl)cnc2n1Cc1ccccc1	5	-19
Cc1cc(C)nc(Nc2n[nH]c(COc3ccc(Cl)cc3)n2)n1	4	13
O=C(Oc1cccnc1)c1ccc(Cl)cc1	5	9
N#Cc1nc(COc2ccccc2)oc1N1CCN(c2cccc(Cl)c2)CC1	-8	-5
Cc1ccc(N(CN2C(=O)C3CC=CCC3C2=O)C(=O)c2ccco2)cc1Cl (centres undefined)	5	-2
CNC(=O)NC(=O)CSc1ncc(C(F)(F)F)cc1Cl	4	9
CCCCC(c1nnnn1CC1CCCO1)N1CCN(c2cc(Cl)ccc2C)CC1 (centres undefined)	-4	4
CS(=O)(=O)N1CCC(C(=O)c2cccc(Cl)c2)CC1	4	9
Clc1ccc(-c2nnc3sc(Cc4cccs4)nn23)cc1	0	0
Cc1oc(/N=C/c2ccc(Cl)cc2Cl)c(C#N)c1C	2	8
O=C(OC(C(=O)NCc1cccs1)c1ccccc1Cl)c1ccco1 (centres undefined)	4	19
O=C1N(c2ccc(Cl)c(Cl)c2)CN(Cc2ccccc2)CN1n1cnnc1	1	-10
COc1cccc(N2CCN(C3CC(=O)N(c4ccc(C)c(Cl)c4)C3=O)CC2)c1 (centres undefined)	1	5
COc1ccc(NC(=O)CNS(=O)(=O)c2ccccc2)cc1Cl	3	10

# Screening data deposited in PubChem BioAssay by Sanford-Burnham Center for Chemical Genomics.
